15-hLO-2 inh: 15-hLO-2 (ALOX15B) enzyme inhibition | O15296 | purified 15hLO-2, xylenol orange hydroperoxide absorbance | Potency, µM (highest dose often 57.1 µM), for inactives: at the highest dose activity change, negative = inhibition, actives largely listed as inhibitors | hit rate 0.56% among 110,000 | AID 881; also: potency is read from the fitted curve at half-maximal effect; nearly all actives have a fitted effect of over 60% in size; many of its hits are not listed in these tables
Target sequence (O15296 whole entry, looked up): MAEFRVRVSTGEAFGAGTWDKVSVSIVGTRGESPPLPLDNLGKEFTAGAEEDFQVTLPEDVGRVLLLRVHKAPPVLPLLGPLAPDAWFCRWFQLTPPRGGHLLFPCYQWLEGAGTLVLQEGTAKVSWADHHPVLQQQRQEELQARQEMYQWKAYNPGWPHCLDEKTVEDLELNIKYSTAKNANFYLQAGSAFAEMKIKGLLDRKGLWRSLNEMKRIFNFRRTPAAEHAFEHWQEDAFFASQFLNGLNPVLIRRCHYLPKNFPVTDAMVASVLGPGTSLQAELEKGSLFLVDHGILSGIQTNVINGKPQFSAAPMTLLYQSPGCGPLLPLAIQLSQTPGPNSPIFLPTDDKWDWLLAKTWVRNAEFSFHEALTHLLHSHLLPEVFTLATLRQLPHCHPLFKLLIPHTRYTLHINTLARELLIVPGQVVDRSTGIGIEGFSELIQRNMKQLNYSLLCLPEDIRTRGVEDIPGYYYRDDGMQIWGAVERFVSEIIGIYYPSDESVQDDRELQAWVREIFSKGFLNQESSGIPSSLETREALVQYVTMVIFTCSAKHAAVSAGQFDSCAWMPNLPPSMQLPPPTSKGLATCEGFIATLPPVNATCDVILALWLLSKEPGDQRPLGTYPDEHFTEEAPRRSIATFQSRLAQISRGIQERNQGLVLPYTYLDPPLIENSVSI
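Screening format was qHTS against 50 nM purified 15hLO-2 in Hepes pH 7.5 with detergent. Activity follows hydroperoxide formation from 45 uM arachidonic acid, measured as 573:405 nm absorbance ratio of the ferric-xylenol orange complex.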
IMPase inh: cell-permeable inhibitors of inositol monophosphatase (IMPase) | P97697 | CHO-M1 cells, IP1 accumulation, HTRF TR-FRET ratio | inhibition (IP1 accumulation), % at 46.1 µM | 120,000 tested, under 10 active | AID 901; active = well fitted curve in the direction sought with a large enough effect in the signal ratio, not every such curve was filed as active; inconclusive = small, poorly fitted or top-dose-only effect, or a change in a side signal; inactive = no such curve, though single readings can be large or run the other way; the % refers to the signal ratio;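 also: cells stimulated with carbachol in lithium chloride buffer; plate controls were DMSO basal wells for no effect and reference inhibitor wells for full effect; higher means more IMPase inhibition seen as more IP1 and lower FRET ratio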
Target sequence (P97697 whole entry, looked up): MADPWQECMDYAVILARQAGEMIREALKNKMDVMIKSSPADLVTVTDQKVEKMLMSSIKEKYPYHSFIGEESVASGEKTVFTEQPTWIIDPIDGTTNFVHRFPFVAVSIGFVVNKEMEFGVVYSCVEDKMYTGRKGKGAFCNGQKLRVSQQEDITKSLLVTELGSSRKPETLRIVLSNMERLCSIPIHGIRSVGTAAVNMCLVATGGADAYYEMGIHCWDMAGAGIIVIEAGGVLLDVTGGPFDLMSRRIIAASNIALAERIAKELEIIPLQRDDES
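The IP-One HTRF competitive assay in carbachol-stimulated CHO-M1 cells quantifies cellular IP1. Compounds spanned up to 46 uM final, and activity is expressed as AC50 from concentration-response fits of the ratio and donor data.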
PNC inhibitor: inhibitors of perinucleolar compartment assembly; PC3M PTB-GFP, PNC prevalence imaging, 16 h; hits give low values; activity change (PNC), negative = inhibition, % at 10 µM; hit rate 3.1% among 140,000; AID 2417;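 active = readout at or below -70, meaning at least 70% loss of cells showing the perinucleolar compartment, a nuclear body marking cancer cells; inconclusive = readout between -30 and a set limit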;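 also: plate controls were DMSO wells for no effect and camptothecin positive control wells for full effect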
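Compounds are pinned in duplicate onto adhered PC3M cells stably expressing GFP-tagged PTB and incubated 16 h at 37 C. Cells are then fixed, nuclei stained with Hoechst, and PNC-positive cells counted.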
ALOX12 inhib: 12-hLO (ALOX12) enzyme inhibition; P18054; purified 12-hLO, xylenol orange hydroperoxide absorbance; Potency, µM (doses to about 57.1 µM), for inactives: at the top dose activity change, negative = inhibition, usual class: inhibitors; hit rate 0.12% among 150,000; also: potency is read from the fitted curve at half-maximal effect; nearly all actives have a fitted effect of over 55% in size; many of its hits are not listed in these tables
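Purified human 12hLO (150 nM), preincubated 15 min with compound, then 40 uM arachidonic acid for 30 min, room temperature, Hepes pH 7.0 with 0.01% Triton X-100. Hydroperoxide detected by ferrous iron/xylenol orange; 573/405 nm absorbance ratio gives reaction progress.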
* marks the source's active call; other numbers are inactive results; ? = inconclusive; · = not tested or not shown; [ ] = another dose, or the depositor's remark. Unless noted, calls follow the shape of the dose curve; as a rule, active = well fitted curve in the direction sought with a large enough effect; inconclusive = small, poorly fitted or top-dose-only effect, or another doubt; inactive = no such curve, though single readings can be large; an effect the other way counts as inactive or inconclusive. Unless noted, % is scaled to controls: 0 for no effect and ±100 for the full control effect. An excerpt; rates above refer to the full screens.

entry | mol | 15-hLO-2 inh | IMPase inh
1 | O=C(NCc1cccs1)C1CCCN(c2nc3ccccc3o2)C1 (stereo not given) | 0% | 3
2 | CCC1Oc2ccc(C)cc2N(CC(=O)NCCC2=CCCCC2)C1=O (stereo not given) | -2% | 16
3 | CC(=O)N1CCN(CC(=O)Nc2ccccc2Sc2ccc(Cl)cc2)CC1 | · | 7
4 | Fc1ccc2[nH]c3c(N4CCN(c5ccccc5)CC4)ncnc3c2c1 | 51%[activator] | 24
5 | O=[N+]([O-])c1ccc(S(=O)(=O)N2CCN(Cc3c[nH]c4ccccc34)CC2)cc1 | -5% | 4
6 | CC1(C)CC(=O)C=C(Nc2ccccc2O)C1 | 4% | 7
7 | Cc1nc(S(=O)(=O)N2CCOCC2)c(C#N)c(C)c1Cl | · | 1
8 | Cc1nc(NC(=O)COC(=O)CCc2nc3ccccc3s2)c(Cl)cc1Cl | · | ·
9 | CC1(C)CCC2(C(=O)O)CC[C@]3(C)C(=CCC4[C@]5(C)CCC(O)C(C)(C)C5C(O)C[C@]43C)C2C1 (stereo not given in full) | 1% | ·
10 | COC(=O)C1=C(C)NC(=O)NC1c1cn(-c2ccccc2)nc1-c1cccs1 (stereo not given) | 0% | 17
11 | CN1CCN(S(=O)(=O)c2ccc(NC(=O)c3ccc(Br)s3)cc2)CC1 | 1% | 1
12 | Cc1ccc2c(c1)NCC(C(=O)NC1CCC(C)CC1)O2 (stereo not given) | · | ·
13 | COc1ccc(/C=C/C(=O)Nn2cnnc2)cc1 | · | ·
14 | CC(C)OCCCNc1ncnc2c1cnn2-c1ccccc1 | 4% | -4
15 | Cc1cccn2c(=O)c(/C=C(\C#N)S(=O)(=O)c3ccccc3)c(Oc3ccc(Cl)cc3)nc12 | · | -8

entry | PNC inhibitor | ALOX12 inhib
1 | 6 | -2%
2 | 15 | 0%
3 | ? | -1%
4 | -126* | -9%
5 | -17 | -9%
6 | 42 | -1%
7 | -28 | 7%
8 | -5 | 2%
9 | · | -2%
10 | 30 | 1%
11 | 17 | 9%
12 | 29 | -5%
13 | 90 | -1%
14 | ? | -8%
15 | -12 | -4%

Structures listed above shown as hits in PNC inhibitor.
entry | mol | 15-hLO-2 inh | IMPase inh
4 | Fc1ccc2[nH]c3c(N4CCN(c5ccccc5)CC4)ncnc3c2c1 | 51%[activator] | 24

entry | PNC inhibitor | ALOX12 inhib
4 | -126* | -9%

Continued:
entry | mol | 15-hLO-2 inh | IMPase inh
16 | O=C1c2oc3ccc(Cl)cc3c(=O)c2C(c2cccnc2)N1Cc1ccco1 (stereo not given) | 7% | 3
17 | Cc1ccc(Nc2nc(C(=O)N3CCC(C(=O)N4CCN(C)CC4)CC3)cs2)cc1 | 3% | 1
18 | CCC(C)(C)C1CCC2(CC1)NC(CO)(CO)CO2 (stereo not given) | · | 10
19 | COCCSc1ccccc1C(=O)NCCCn1ccnc1 | -12% | 5
20 | CC(=O)OCC(=O)[C@@]1(O)CC[C@H]2[C@@H]3CCC4=CC(=O)CC[C@]4(C)[C@H]3C(=O)C[C@@]21C | -4% | 4
21 | CCOC(=O)CN(C(=O)CSc1nnc(C)n1-c1ccccc1)c1cccc([N+](=O)[O-])c1 | 0% | -1
22 | O=C(CNS(=O)(=O)c1cccc(Cl)c1)OCc1csc(-c2ccccc2)n1 | · | -7
23 | O=C(NCc1cccnc1)NC1CCCN1S(=O)(=O)c1ccc(Cl)cc1 (stereo not given) | -4% | 0
24 | O=C(NCC1CCCO1)C(c1cccs1)N(C(=O)Cn1nnc(-c2cccs2)n1)C1CCCC1 (stereo not given) | · | 4
25 | CN(C(=O)N1CCN(c2ccccn2)CC1)c1ccccc1 | -13% | 4
26 | COc1ccc(C)cc1-n1nnnc1SCC(=O)c1ccc2c(c1)OCCO2 | 3% | 4
27 | COc1ccccc1NC(=O)c1ccc(NS(=O)(=O)c2ccc(F)c(Cl)c2)cc1 | · | ·
28 | CN(C)Cc1ccccc1Sc1cccc2ccccc12 | · | ·
29 | O=C1CCCc2oc3ccc(O)cc3c21 | · | -2
30 | O=C(NN=C1CCCC1)C(=O)Nc1cccc(C(F)(F)F)c1 | -5% | 0

entry | PNC inhibitor | ALOX12 inhib
16 | -19 | -7%
17 | 19 | -7%
18 | 0 | -1%
19 | 25 | -6%
20 | · | 6%
21 | 14 | 5%
22 | 34 | 0%
23 | -26 | -13%
24 | ? | 1%
25 | 61 | 5%
26 | 22 | -6%
27 | ? | 1%
28 | 40 | 1%
29 | 18 | -3%
30 | -20 | -7%

Following part
entry | mol | 15-hLO-2 inh | IMPase inh
31 | Cc1ccccc1Oc1cc(NC(=O)CCCn2nc(C)c([N+](=O)[O-])c2C)cc([N+](=O)[O-])c1 | · | ·
32 | CCOc1cc(/C=N/NC(N)=O)cc(Br)c1OCc1ccccc1 | -8% | -3
33 | Cn1cc(CN(CCCN2CCOCC2)C(=S)Nc2cccc(Cl)c2)c2ccccc21 | · | 0
34 | COc1ccc(-n2c(C)cc(C(=O)COC(=O)c3cc(OC)c(OC)cc3NC(=O)c3cccs3)c2C)cc1 | · | ·
35 | Cc1ccc(/C(O)=C2/C(=O)C(=O)N(CCCn3ccnc3)C2c2ccccn2)cc1 (stereo not given) | -4% | -7
36 | Cc1cc(C)nc(N2CCCC(C(=O)Nc3ccc4c(c3)OCCO4)C2)n1 (stereo not given) | 0% | 0
37 | C/C=C/Cn1c(Br)nc2c1c(=O)[nH]c(=O)n2C | 11%[2.29 µM] | 3
38 | Cc1csc(NC(=O)c2ccccc2O)n1 | -2% | 7
39 | Cc1ccc(NC(=O)C2C3/C=C\CCCCC32)cc1C (stereo not given) | -5% | -10
40 | O=C(NCCN1CCOCC1)Nc1ccc(Cl)cc1Cl | 12% | -2
41 | CC1CCCCN1CC(=O)NCc1ccc2c(c1)OCO2 (stereo not given) | -1% | -5
42 | Cc1cccc(C)c1N1CCN(c2ccc3nnc(C(F)(F)F)n3n2)CC1 | -23% | 5
43 | Cn1c(=O)n(CC#N)c2ccccc21 | -5% | 9
44 | C=COCCNC(=O)Nc1ccc(Cl)cc1Cl | 4% | -13
45 | CCOc1ccc(OCCOCCN2CCc3ccccc3C2)cc1 | -2% | 4

entry | PNC inhibitor | ALOX12 inhib
31 | -9 | -2%
32 | 35 | -6%
33 | 20 | -3%
34 | 173 | 1%
35 | 8 | 2%
36 | -1 | -6%
37 | ? | 2%
38 | 15 | 3%
39 | 51 | 4%
40 | 41 | 0%
41 | ? | -7%
42 | 15 | -8%
43 | -21 | 5%
44 | ? | 0%
45 | 32 | -6%

Additional records follow:
entry | mol | 15-hLO-2 inh | IMPase inh
46 | CC1=C(C)CC(C(=O)Nc2nc(-c3ccc(C)cc3C)c(C)s2)C(C(=O)O)C1 (stereo not given) | · | ·
47 | N#Cc1cccc(NC(=O)N2CCC3(CC2)CCN(C(=O)c2ccco2)CC3)c1 | 7% | ·
48 | O=C(Nc1ccccc1C(=O)OC1CCOC1=O)c1ccco1 (stereo not given) | -1% | 3
49 | Cc1ccccc1Br | -4% | ·
50 | COc1ccc(C2CC(c3ccc(OC)cc3)n3nc(NC(=O)c4ccco4)nc3N2)cc1 (stereo not given) | 60%[activator] | 3
51 | CN(C)S(=O)(=O)c1ccc(N2CCCC2)c(C(=O)Nc2nc(-c3ccc(F)cc3)cs2)c1 | · | ·
52 | COC(=O)C(CC(C)C)NC(=O)c1ccc([N+](=O)[O-])cc1 (stereo not given) | 3% | 2
53 | C/C(=N\O)C1(C)N(O)C(C)(C)C(c2ccc(F)cc2)=[N+]1[O-] (stereo not given) | -10% | 1
54 | CCc1ccc(NC(=O)C(C)OC(=O)c2cccc(S(=O)(=O)N3CCc4ccccc4C3)c2)cc1 (stereo not given) | · | -10
55 | Cc1cc(C(=O)Nc2nc(C)c(C(=O)N(C)C)s2)ccc1[N+](=O)[O-] | · | ·
56 | O=C(CSc1nnc(-c2cccs2)n1Cc1ccccc1)N1CCc2ccccc2C1 | -6% | 2
57 | COC(=O)c1nn(-c2ccccc2)nc1-c1nn(-c2ccccc2)nc1C(=O)OC | ? | 3
58 | CSc1ccc(Cl)c(C(=O)NCCOc2cc(C)ccc2C(C)C)c1 | -4% | 5
59 | CCCOc1ccccc1C1NC(=O)NC(C)=C1C(=O)OCCOC(C)C (stereo not given) | -2% | 7
60 | CCOc1ccc(NC(=O)Cn2nnc(-c3ccccc3NC(=O)C3CC3)n2)cc1 | -11% | 8

entry | PNC inhibitor | ALOX12 inhib
46 | -25 | -2%
47 | · | -3%
48 | 22 | -1%
49 | · | -3%
50 | -26 | -14%
51 | ? | -1%
52 | -4 | 2%
53 | 51 | 7%
54 | 30 | 1%
55 | 4 | 1%
56 | ? | -3%
57 | 40 | 7%
58 | 13 | -3%
59 | 31 | 0%
60 | -6 | -3%

(next part)
entry | mol | 15-hLO-2 inh | IMPase inh
61 | CN1CCN(c2nc(-c3ccc(Br)cc3)nnc2-c2ccccc2)CC1 | 40%[activator] | -3
62 | CC(C)[C@@H](N)C(=O)O | -11%[0.0915 µM] | ·
63 | O=C(Cc1cccs1)Nc1nnc(SCc2ccc(C(F)(F)F)cc2)s1 | · | -16
64 | COc1cc(/C=C/C(=O)N(Cc2ccccc2)c2ccccn2)cc(OC)c1OC | · | ·
65 | Cc1ccc(S(=O)(=O)N2CCN(C(=O)CN3CCc4ccccc4C3)CC2)cc1 | -5% | -1
66 | CN(C)c1ccc(NC(=O)CN2CCC(C(=O)c3ccc(F)cc3)CC2)cc1 | 10% | 7
67 | Cc1cccc(-n2c(-c3cccc([N+](=O)[O-])c3)nc3nc4ccccc4nc32)c1 | · | 2
68 | COC(=O)c1cc(NC(=O)C2(S(=O)(=O)c3ccc(Cl)cc3)CC2)cc(C(=O)OC)c1 | · | ·
69 | O=C(CSc1nc2ccccc2c(=O)n1NC(=O)Cc1ccccc1)NCCc1ccccc1 | -8% | 0
70 | COc1ccc(N/C=C/C(=O)C(F)(F)F)cc1 | · | ·
71 | N=C1S/C(=C\c2ccccc2F)C(=O)N1c1ccc(F)cc1 | · | 0
72 | Cc1ccc(C2CC(=O)Oc3cc(C)c(Cl)cc32)cc1 (stereo not given) | -3%[0.0915 µM] | ·
73 | Cc1ccccc1Cc1n[nH]c(=S)n1N | · | ·

entry | PNC inhibitor | ALOX12 inhib
61 | 10 | -6%
62 | · | 0%[0.00818 µM]
63 | ? | 1%
64 | 2 | -4%
65 | 38 | -15%
66 | ? | 3%
67 | 14 | -3%
68 | ? | 0%
69 | 9 | 1%
70 | -23 | -2%
71 | 11 | -2%
72 | · | -2%[0.00818 µM]
73 | 29 | 3%

4 of the compounds above, with one line to a screen.
[65] Cc1ccc(S(=O)(=O)N2CCN(C(=O)CN3CCc4ccccc4C3)CC2)cc1
[66] CN(C)c1ccc(NC(=O)CN2CCC(C(=O)c3ccc(F)cc3)CC2)cc1
[67] Cc1cccc(-n2c(-c3cccc([N+](=O)[O-])c3)nc3nc4ccccc4nc32)c1
[68] COC(=O)c1cc(NC(=O)C2(S(=O)(=O)c3ccc(Cl)cc3)CC2)cc(C(=O)OC)c1

| assay / entry | 65 | 66 | 67 | 68 |
| --- | --- | --- | --- | --- |
| 15-hLO-2 inh | -5% | 10% | · | · |
| IMPase inh | -1 | 7 | 2 | · |
| PNC inhibitor | 38 | ? | 14 | ? |
| ALOX12 inhib | -15% | 3% | -3% | 0% |

Grouped by structure: the compounds so far with a COOH group.
entry | mol | 15-hLO-2 inh | IMPase inh
9 | CC1(C)CCC2(C(=O)O)CC[C@]3(C)C(=CCC4[C@]5(C)CCC(O)C(C)(C)C5C(O)C[C@]43C)C2C1 (stereo not given in full) | 1% | ·
46 | CC1=C(C)CC(C(=O)Nc2nc(-c3ccc(C)cc3C)c(C)s2)C(C(=O)O)C1 (stereo not given) | · | ·
62 | CC(C)[C@@H](N)C(=O)O | -11%[0.0915 µM] | ·

entry | PNC inhibitor | ALOX12 inhib
9 | · | -2%
46 | -25 | -2%
62 | · | 0%[0.00818 µM]

Screening results as filed in PubChem.
